Rhodamine fluor = qHTS Assay for Spectroscopic Profiling in Rhodamine Spectral Region; Rhodamine-region fluorescence, 547/598 nm, Tris buffer; active compounds read high; max dye-equivalent concentration, M; 59,000 tested, 0.05% active; AID 594, 2007; in the data active = max dye-equivalent concentration above about 11 nM; inconclusive = between about 1.1 nM and that limit
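Intrinsic compound fluorescence, ex 547 / em 598 nm, CCD imager. Tris 100 mM pH 8.0; 15 min RT. Output = rhodamine dye-equivalent concentration at each compound concentration.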
Pol III holo inh = qHTS Assay for Inhibitors of DNA Polymerase III Holoenzyme System | reconstituted DNA polymerase III holoenzyme replication, biochemical | Potency, µM (doses to about 57.1 µM), for the others: top-dose activity change, negative = inhibition | 71,000 tested, 0.25% active | AID 603, 2007; note: potency is the fitted concentration of half-maximal effect; % is set by controls: 0 for no effect and ±100 for the full control effect
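Reconstituted *E. coli* holoenzyme (0.35 nM Pol III, 1 nM beta, 154 nM SSB, 2 nM primase) was preincubated with compound for 15 min at RT. Synthesis on 1.4 nM ssM13Gori ran 35 min, then was stopped with PicoGreen/EDTA and read as dsDNA fluorescence.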
ALOX15 inhib = qHTS Assay for Inhibitors of 15-hLO (15-human lipoxygenase); Potency, µM (top dose mostly 57.1 µM), without a hit: at the highest dose activity change, negative = inhibition, usual class: inhibitors; purified 15hLO-1, xylenol orange hydroperoxide absorbance; AID 887, 2007; Polyunsaturated fatty acid lipoxygenase ALOX15 (Homo sapiens), P16050; 74,000 tested, 1.4% active; note: potency is the fitted concentration of half-maximal effect; % is set by controls: 0 for no effect and ±100 for the full control effect; nearly all actives have a fitted effect of over 55% in size
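Purified human 15hLO-1 (40 nM) in 25 mM Hepes pH 7.5, 0.01% Triton X-100, preincubated 15 min RT with compound, then 50 uM arachidonic acid for 6 min. Hydroperoxide read by ferrous/xylenol orange, 30 min; 573/405 nm absorbance ratio gave progress.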
ERK AVP inh = qHTS Assay for Inhibitors of the ERK Signaling Pathway using a Homogeneous Screening Assay; Potency, µM (top dose mostly 57.5 µM), for the others: at the highest dose activity, negative = inhibition, hits mostly inhibitors; 72,000 tested, 0.99% active; HEK293-V1b, vasopressin-stimulated pERK AlphaScreen; note: potency is the fitted concentration of half-maximal effect; % is set by controls: 0 for no effect and ±100 for the full control effect; nearly all actives have a fitted effect of over 55% in size
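qHTS, compounds titrated on V1b-expressing HEK293 cells. Preincubation 30 min at 37C, vasopressin 25 nM for 5 min, lysis 10 min, bead incubation 5 hr at room temperature.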
FLuc inh = qHTS Assay for Inhibitors of Firefly Luciferase; AID 411, 2009; 72,000 tested, 2.2% active; purified firefly luciferase, luminescence, 8 min; Potency, µM (series often up to 57.1 µM), for inactives: top-dose activity change, negative = inhibition, most hits filed as inhibitors; note: potency is the fitted concentration of half-maximal effect; % is set by controls: 0 for no effect and ±100 for the full control effect; nearly all actives have a fitted effect of over 40% in size
Target sequence (P08659 whole entry, looked up): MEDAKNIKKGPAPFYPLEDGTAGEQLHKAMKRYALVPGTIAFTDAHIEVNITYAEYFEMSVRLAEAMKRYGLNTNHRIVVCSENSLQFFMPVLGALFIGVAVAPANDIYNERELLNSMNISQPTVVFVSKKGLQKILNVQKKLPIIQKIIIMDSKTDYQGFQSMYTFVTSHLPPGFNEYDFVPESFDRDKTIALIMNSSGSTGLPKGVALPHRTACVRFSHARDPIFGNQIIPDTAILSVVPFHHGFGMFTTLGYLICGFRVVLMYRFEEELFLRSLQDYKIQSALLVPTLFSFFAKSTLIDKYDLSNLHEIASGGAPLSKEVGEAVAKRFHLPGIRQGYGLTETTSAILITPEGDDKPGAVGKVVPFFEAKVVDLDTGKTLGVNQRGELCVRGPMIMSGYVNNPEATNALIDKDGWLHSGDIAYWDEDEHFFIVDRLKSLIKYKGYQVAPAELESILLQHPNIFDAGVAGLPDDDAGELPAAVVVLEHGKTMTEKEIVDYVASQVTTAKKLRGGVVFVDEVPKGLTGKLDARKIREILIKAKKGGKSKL
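Firefly luciferase (PKLight detection mix) with 10 uM ATP in pH 7.2 imidazole buffer (KCl, MgCl2, Tween 20, BSA). Compounds tested across a concentration series (qHTS). Luminescence read after 8 min at ambient temperature.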
HADH2 inh = qHTS Assay for Inhibitors of HADH2 (Hydroxyacyl-Coenzyme A Dehydrogenase, Type II); Potency, µM (doses to about 57.1 µM), without a hit: at the top dose activity change, negative = inhibition, hits mostly inhibitors; 3-hydroxyacyl-CoA dehydrogenase type-2 (Homo sapiens), Q99714; AID 886, 2007; recombinant HADH2, NADH fluorescence, beta-hydroxybutyryl-CoA; 73,000 tested, 3.4% active; note: potency is the fitted concentration of half-maximal effect; % is set by controls: 0 for no effect and ±100 for the full control effect; nearly all actives have a fitted effect of over 60% in size; many of its hits are not listed in these tables
Target sequence (Q99714 whole entry, looked up, one chain of several): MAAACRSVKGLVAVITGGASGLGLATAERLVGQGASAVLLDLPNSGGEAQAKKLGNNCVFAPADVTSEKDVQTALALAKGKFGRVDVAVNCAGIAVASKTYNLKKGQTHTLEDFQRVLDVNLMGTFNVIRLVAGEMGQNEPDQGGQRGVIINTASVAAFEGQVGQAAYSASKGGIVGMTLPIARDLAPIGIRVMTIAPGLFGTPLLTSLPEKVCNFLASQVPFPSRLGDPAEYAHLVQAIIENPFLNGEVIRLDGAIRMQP
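Buffer 100 mM Tris-HCl pH 9.0/0.01% Tween-20; HADH2 20 nM; NAD+ 1 mM; beta-hydroxybutyryl-CoA 90 uM (all final). 15 min cpd preincubation, RT.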
Hsp90 Hop PPI = qHTS Assay for Disrupters of an Hsp90 Co-Chaperone Interaction; 71,000 tested, 0.44% active; Hsp90 C-terminal peptide / TPR2A (Hop) interaction, human; AlphaScreen TPR2A-His6 binding biotin-Hsp90 C-terminal peptide; AID 595, 2007; Potency, µM (top dose mostly 57 µM), inactives show top-dose activity change, negative = inhibition; active = well fitted curve in either direction with a large enough effect; inconclusive = small, poorly fitted or top-dose-only effect, or another doubt; note: potency is the fitted concentration of half-maximal effect; % is set by controls: 0 for no effect and ±100 for the full control effect; many of its hits are not listed in these tables
CRE Fsk mod = Cell signaling CRE-BLA (Fsk stim); CHO CRE-bla reporter (cAMP response element driving beta-lactamase), forskolin EC10, beta-lactamase ratio; Potency, µM (highest dose often 38.2 µM), for inactives: top-dose activity change, negative = inhibition, hits mostly activators; 71,000 tested, 2.5% active; AID 662, 2007; active = well fitted activation curve with a large enough effect in the signal ratio, with a control signal flat, not every such curve was filed as active; inconclusive = small, poorly fitted or top-dose-only effect, or effect the other way, or a change in a side signal; the % refers to the signal ratio; note: potency is the fitted concentration of half-maximal effect; % of control where 0% means no effect
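qHTS titration format; CRE-bla CHO reporter; stimulus EC10 NKH 477, a water-soluble forskolin. Read: CCF4 460/530 nm ratio. Potency expressed as AC50 for activators or inhibitors.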
HBB splicing = qHTS Assay for Modulators of Hemoglobin Beta Chain Splicing. 65,000 tested, 0.06% active. Potency, µM (titrated, usually from 46.1 µM), without a hit: top-dose activation, most hits filed as activators. HBB splicing reporter cell assay, activation; EGFP reporter with mutant IVS2-654 intron; response scale: normalised to 500 nM splice-correcting PNA; note: potency is the fitted concentration of half-maximal effect; 0% is about no effect
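Compounds were applied for 2 days to HeLa EGFP-654 cells, 500/well in Optimem with 2% FCS. The reporter's EGFP is disrupted by mis-splicing of beta-globin intron IVS2-654. Readout: summed well GFP fluorescence from 488 nm laser scanning; reference was 500 nM antisense […] 654 PNA.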
Tau filament bind = qHTS Assay for Tau Filament Binding; recombinant tau filaments, thioflavin S fluorescence, 15 h; filaments grown with octadecylsulfate alongside compound; Potency, µM (titrated, usually from 57.1 µM), for the others: at the top dose activity change, negative = inhibition; 71,000 tested, 2% active;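 note: potency is the fitted concentration of half-maximal effect; % is set by controls: 0 for no effect and ±100 for the full control effect; actives lower thioflavin S fluorescence by blocking filaments or displacing dye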
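Read-out: ThS fluorescence, 450 nm excitation/510 nm emission; lower signal marks blocked filament formation or displaced dye. Tau at 1 uM with 30 uM ODS, 10 uM ThS, 5 mM DTT, 100 mM NaCl, 10 mM HEPES pH 7.4; 15 h, 37 C.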
TexasRed autofl = qHTS Assay for Spectroscopic Profiling in Texas Red Spectral Region; max dye-equivalent concentration, M; AID 587, 2007; 59,000 tested, 0.06% active; Compound fluorescence, Texas Red channel, 547/618 nm; active compounds read high; in the data active = max dye-equivalent concentration above about 10 nM; inconclusive = between about 1.1 nM and that limit
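Spectral interference profiling: each compound concentration's relative fluorescence, read with a 547 nm excitation and 618 nm emission filter pair, was normalized to a per-plate Texas Red standard curve.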
* hit, by the source's call; i = inactive; ? = inconclusive; · = no result given; [ ] = remark or other dose. Unless noted, calls come from the whole dose curve; as a rule, active = well fitted curve in the direction sought with a large enough effect; inconclusive = small, poorly fitted or top-dose-only effect, or another doubt; inactive = no such curve, though single readings can be large; an effect the other way counts as inactive or inconclusive. The list is partial. The share of hits here may be higher or lower than overall.

Value order: Rhodamine fluor, Pol III holo inh, ALOX15 inhib, ERK AVP inh, FLuc inh, HADH2 inh, Hsp90 Hop PPI, CRE Fsk mod, HBB splicing, Tau filament bind, TexasRed autofl
[1] O=C1c2ccccc2C(=O)N1CCc1nc(-c2ccccn2)no1
    i, 3%, 3%, -25%, -1%, -1%, -9%, ?, 1.8%, -2%, i
[2] O=C(O)CCCCCN=C1CCc2ccccc2N1
    i, -1%, -8%, 35%[activator], 1%, -2%, ?, -12%, 2.3%[57.5 µM], -12%, i
[3] CC(=O)c1c(N(C)C)ccnc1C(F)(F)F
    ·, -1%[11.4 µM], -3%[11.4 µM], -8%, 1%, 4%[11.4 µM], -7%[11 µM], ?, 2.1%[0.0738 µM], 1%[11.4 µM], ·
[4] N#Cc1c(NC(=O)Cn2cnc3ccccc3c2=O)oc(-c2ccccc2)c1-c1ccccc1
    i, -1%, -18%, -17%, 1%, -2%, -1%, ?, 0.5%, 200%, i
[5] CCOc1ccc(/C(O)=C2/C(=O)C(=O)N(CCOCCO)C2c2ccc(F)cc2)cc1 (stereo not given)
    i, -6%, 41%[activator], 14%, 1%, -6%, -1%, ?, -1.3%[57.5 µM], -4%, i
[6] CN1CCN(c2ncc3nc(-c4cn(C)c5ccccc45)c(=O)n(CCC#N)c3n2)CC1
    i, 12%, ?, 27%, 1%[11.4 µM], 27%, ?, ?, ?, i, i
[7] O=S(=O)(CCc1nc2ccccc2o1)c1ccc(Cl)c(Cl)c1
    ·, -13%, 3%, 0%, 0%, -5%, 3%, -2%, -0.8%[9.22 µM], 102%, ·
[8] CCOC(=O)C1CCN(CC(=O)Nc2c(C(=O)OC)[nH]c3cccc(C)c23)CC1
    i, -2%, 3%, -1%, 2%, -16%, -1%, -5%, 3.5%[0.369 µM], -3%, i
[9] CC(=O)c1sc(NC(=O)c2ccc(Cn3cc(Br)cn3)o2)nc1C
    i, -1%, -7%, -5%, 13%, -23%, -4%, ?, -0.9%, -9%, i
[10] O=C(CSc1nc2ncccc2[nH]1)NCc1ccccc1
    ·, -3%[11.4 µM], 0%[11.4 µM], -12%, 3%, -2%[11.4 µM], -4%[11 µM], ?, -0.8%[0.0738 µM], -3%[11.4 µM], ·
[11] CCn1c(Cc2ccc(OC)cc2)nnc1SCC(=O)NC1CCCCC1
    i, 41%, -1%, 1%, 1%, 12%, 0%, -11%, -1.3%, 3%, i
[12] Cc1nc(SCn2nnc3ccccc3c2=O)nc(C)c1C
    i, 3%, 0%, -14%, 0%, 16%, -1%, 13µM*, -1.0%, -7%, i
[13] COc1ccccc1NC(=O)Cn1c(=O)n2nc(C)nc2c2ccccc21
    ·, 4%, 5%, 7%, -2%, -4%, -8%[2.3 µM], ?, -0.1%, 3%, ·
[14] C#CCN1C(C)=C(C(=O)OC)[C@@H](c2cccc([N+](=O)[O-])c2)C(C(=O)OCC)=C1C
    i, 0%, -9%, -5%, -4%, 10%, -9%, 6%, 0.5%, -30%, i
[15] O=C1c2ccccc2S(=O)(=O)N1CC(O)COc1ccc(Br)cc1 (stereo not given)
    ·, 1%, -6%, -3%, -4%, -2%, -2%, -3%, 1.5%, 3%, ·
[16] CC(=O)N1CCC[C@@]2(CCN(c3ccncc3)C2)C1
    i, 1%, 12%, 8%, 3%[11.4 µM], -7%, -5%, -4%, 1.4%, -2%, i
[17] O=C(c1ccc2c(c1)OCCO2)C1CCN(S(=O)(=O)c2cccc(F)c2)CC1
    i, -3%, -6%, 23%, 1%, 21%, 1%, 8%, ·, 6%, i
[18] O=S(=O)(c1cccc2c(S(=O)(=O)N3CCCC3)cccc12)N1CCCC1
    i, -7%, 4%, -6%, 1%, 6%, -1%, ?, -0.4%, 29%, ?
[19] Cc1c(C)[n+](=O)c(-c2ccco2)c(C)n1[O-]
    ·, -6%[11.4 µM], -2%[11.4 µM], -3%, -2%, 9%[11.4 µM], -3%[11 µM], ?, 0.4%[0.0738 µM], 1%[11.4 µM], ·
[20] COC(=O)CNC(=O)[C@@]1(Cc2ccccc2)C=C[C@@H](C)N1C(=O)c1ccccc1
    ·, 0%, 2%, -3%, ·, 3%, -10%, 4%, -0.9%, -2%, ·

Entries of single compounds, looked up by structure. Order of values: Rhodamine fluor, Pol III holo inh, ALOX15 inhib, ERK AVP inh, FLuc inh, HADH2 inh, Hsp90 Hop PPI, CRE Fsk mod, HBB splicing, Tau filament bind, TexasRed autofl
COc1ccccc1NC(=O)Cn1c(=O)n2nc(C)nc2c2ccccc21 is entered as ·, 4%, 5%, 7%, -2%, -4%, -8%[2.3 µM], ?, -0.1%, 3%, ·
O=C(c1ccc2c(c1)OCCO2)C1CCN(S(=O)(=O)c2cccc(F)c2)CC1 is entered as i, -3%, -6%, 23%, 1%, 21%, 1%, 8%, ·, 6%, i
COC(=O)CNC(=O)[C@@]1(Cc2ccccc2)C=C[C@@H](C)N1C(=O)c1ccccc1 is entered as ·, 0%, 2%, -3%, ·, 3%, -10%, 4%, -0.9%, -2%, ·

Next section.
Value order: Rhodamine fluor, Pol III holo inh, ALOX15 inhib, ERK AVP inh, FLuc inh, HADH2 inh, Hsp90 Hop PPI, CRE Fsk mod, HBB splicing, Tau filament bind, TexasRed autofl
[21] COCCNC(=O)C1(CC(C)C)C=CCN1C(C)=O (stereo not given)
    ·, 2%, -2%, 20%, ·, -6%, -2%, -3%, 0.2%, -17%, ·
[22] COc1ccccc1CNc1nc(-c2ccoc2)nc2ccccc12
    i, -4%, ?, ?, 2%[2.29 µM], ?, -17%, -1%, 6.2%, -18%, i
[23] C=CCOC(=O)C1=C(C)Nc2nnnn2C1c1cccc(OC)c1OC (stereo not given)
    i, -6%, 2%, -13%, 0%, -2%, -6%, ?, -0.5%, -1%, i
[24] CCOC(=O)C1(C)NC(c2ccc(OC)cc2OC)C2C(=O)N(c3cccc(OC)c3)C(=O)C21 (stereo not given)
    i, -7%, 6%, -20%, 2%, 2%, -2%, -2%, 1.8%[57.5 µM], -22%, i
[25] COc1c(C)cc(Br)cc1C(=O)Nc1cccc(NC(=O)c2ccco2)c1
    i, -6%, -15%, -21%, -4%, -20%, -5%, -1%, -1.2%, 7%, i
[26] O=C1CCCC=C1[C@H](O)CCCCBr
    ·, ·, 9%[11.4 µM], 6%[11.5 µM], 1%[11.4 µM], 7%[11.4 µM], ·, ·, 3.3%[9.22 µM], ·, ·
[27] CC1CCCN(S(=O)(=O)c2coc(C(N)=O)c2)C1 (stereo not given)
    ·, 2%, 9%, -13%, 1%, 8%, 1%, -2%, -0.4%, -6%, ·
[28] CCCS(=O)(=O)N1CCCC(C(=O)NCCCN(Cc2ccccc2)C(C)C)C1 (stereo not given)
    i, -2%, 16%, 28%, 2%, 2%, -5%, 0%, -0.7%, 7%, i
[29] COC(=O)C1C2C=CC3(CN(Cc4ccco4)C(=O)C13)O2 (stereo not given)
    i, -4%, 1%, -9%, 0%, -8%, -2%, -9%, -0.2%, 2%, i
[30] O=C(NCC1CCCCC1)C1CCCN(C(=O)NC2CCCCC2)C1 (stereo not given)
    i, -2%, 9%, -15%, 1%, 19%, 0%, 1%, ·, -9%, i
[31] CCOC(=O)c1cc(NC(=O)N2CCCCC2)c(C)nc1C
    i, -2%, 14%, -14%, 3%, 11%, -1%, 7%, 3.2%, -12%, i
[32] COc1cc(-c2nc(Cc3c(F)cccc3Cl)no2)cc(OC)c1OC
    i, 1%, -10%, -10%, 0%, 12%, 6%, ?, 7.4%[0.369 µM], -15%, i
[33] COc1ccc(C(=O)NCCNC(C)=O)cc1S(=O)(=O)NCc1ccc(Cl)cc1
    i, -1%, 2%, 1%, 0%, 1%, 2%, -7%, 1.5%, 6%, i

Compound activity from PubChem BioAssay.
